Screening results from PubChem BioAssay.
BaF3 tox: reduces parental Ba/F3 cell viability, JAK2V617F counter-screen | CellTiter-Glo ATP luminescence | inhibition, % at 5.6 µM | 220,000 compounds, 1.1% hits;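 active = inhibition above a per-campaign cutoff, the mean inhibition of all tested compounds plus 3 SD, cut at about 27% in these data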;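 note: 0% = DMSO wells and 100% = JAK Inhibitor I control wells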
RBBP9 inhibitor: human RBBP9 hydrolase inhibition. 220,000 compounds, 0.2% hits. recombinant RBBP9, FP-Rh probe fluorescence polarization. inhibition, % at 7.94 µM. O75884;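 active = inhibition above the campaign mean of all tested compounds plus 3 SD, cut at about 14% in these data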;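 note: plate controls were DMSO wells with RBBP9 for no effect and wells lacking RBBP9 protein for full effect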
Target sequence (O75884 whole entry, looked up): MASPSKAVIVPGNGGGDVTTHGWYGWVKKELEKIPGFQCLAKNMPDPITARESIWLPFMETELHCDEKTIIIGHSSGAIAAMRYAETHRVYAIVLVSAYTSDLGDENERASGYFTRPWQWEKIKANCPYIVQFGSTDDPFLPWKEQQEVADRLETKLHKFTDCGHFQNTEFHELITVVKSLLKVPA
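Measured by: FP readout at 525/598 nm; material: recombinant human RBBP9; also added: Serine-hydrolase probe FP-Rh, 375 nM pre-mixing; medium: Tris buffer pH 8.0, NaCl, Pluronic; replication: one well per compound; doses: one concentration, 7.94 µM nominal, 0.794% DMSO; timing: preincubation 30 min plus labeling 45 min at 25 °C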
S1P4 agonist: human S1P4 receptor agonism; O95977; S1P4-expressing cell line, agonist reporter assay; activation, % at 4.98 µM; 220,000 compounds, 0.35% hits; AID 1509; in the data active = activation above about 11%;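 note: 0% = DMSO vehicle and 100% = reference agonist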
Target sequence (O95977 whole entry, looked up): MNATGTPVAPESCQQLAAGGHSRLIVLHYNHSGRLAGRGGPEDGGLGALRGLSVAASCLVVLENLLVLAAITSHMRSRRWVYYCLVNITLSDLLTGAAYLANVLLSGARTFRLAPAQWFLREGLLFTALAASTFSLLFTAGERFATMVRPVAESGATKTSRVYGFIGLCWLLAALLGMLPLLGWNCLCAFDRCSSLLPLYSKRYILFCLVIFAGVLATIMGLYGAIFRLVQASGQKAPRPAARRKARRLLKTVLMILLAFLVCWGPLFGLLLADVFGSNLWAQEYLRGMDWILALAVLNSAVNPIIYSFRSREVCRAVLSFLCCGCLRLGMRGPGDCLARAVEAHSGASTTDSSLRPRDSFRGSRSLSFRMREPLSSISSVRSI
Ba/F3 V617F tox: lowers viability of Ba/F3 cells expressing EpoR and JAK2V617F; ATP luminescence; inhibition, % at 5.6 µM; 220,000 compounds, 1.1% hits; AID 1446;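 active = inhibition above the campaign mean plus 3 SD over all tested compounds, cut at about 24% in these data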;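 note: cytokine-independent growth of Ba/F3 cells driven by EpoR plus mutant JAK2; 0% = DMSO-treated cells and 100% = JAK inhibitor I control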
NPY-Y2 PAM-ag: human NPY-Y2 potentiation or agonism, primary screen | P49146 | cells expressing NPY-Y2, potentiator/agonist read-out | activation, % at 3.6 µM | 220,000 compounds, 0.45% hits | AID 1359; in the data active = activation above about 27%;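 note: cells stimulated with NPY near EC25 plus isoproterenol at EC100; 0% = vehicle plus submaximal agonist and 100% = vehicle plus saturating agonist; some results beyond the cut were filed as inactive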
Runt-CBFb FRET: Runt domain-CBFb interaction inhibition | Q01196+Q13951 | Cerulean-Runt/Venus-CBFb FRET ratio 530/480, 1 h | inhibition, % at 20 µM | 220,000 compounds, 0.46% hits | AID 1496;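 active = inhibition over about 50% at 20 µM in the single-dose screen, limit read from the data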;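 note: 0% = DMSO wells and 100% = excess unlabeled CBFb competitor control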
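Assay system: Cerulean-tagged RUNX1 Runt domain (FRET donor) fusion protein / Amount: 100 nM each of Venus-CBFb and Cerulean-Runt domain / Medium: Tris buffer pH 7.5 with salts and BSA / Also added: Venus-CBFb 100 nM / Schedule: 1 h complex formation plus 1 h compound treatment, room temperature / Signal: FRET fluorescence / Read-out: loss of energy transfer signal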
NPY Y1 blocker: NPY-Y1 (human) receptor antagonism | HEK293-CNG Y1 cells, membrane potential fluorescence; NPY at EC95, then isoproterenol | inhibition, % at 3.6 µM | 200,000 compounds, 1% hits | AID 1040;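 active = inhibition above the campaign mean inhibition of all tested compounds plus 3 SD, cut at about 20% in these data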;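 note: 0% = DMSO wells given NPY plus isoproterenol and 100% = isoproterenol alone without NPY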
Target sequence (P25929 whole entry, looked up): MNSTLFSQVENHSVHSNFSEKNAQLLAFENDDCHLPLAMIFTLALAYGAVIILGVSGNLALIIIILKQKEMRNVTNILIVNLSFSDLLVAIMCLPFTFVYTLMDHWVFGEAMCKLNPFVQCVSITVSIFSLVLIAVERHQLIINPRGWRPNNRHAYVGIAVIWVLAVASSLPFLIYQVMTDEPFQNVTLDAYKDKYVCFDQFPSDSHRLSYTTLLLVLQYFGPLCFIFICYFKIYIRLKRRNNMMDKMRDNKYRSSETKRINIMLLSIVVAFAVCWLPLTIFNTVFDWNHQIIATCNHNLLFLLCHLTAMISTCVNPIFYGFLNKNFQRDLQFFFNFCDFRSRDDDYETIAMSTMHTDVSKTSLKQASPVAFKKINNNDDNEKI
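Material: HEK293 Y1/CNG channel cell line; also added: NPY (25 nM), isoproterenol (1 µM), Ro 20-1724 (25 µM); doses: one concentration, 3.6 µM, in 0.4% DMSO; schedule: compound incubation 1 h at room temperature, readout 45 min post-stimulation; technique: membrane potential fluorescence; measure: fluorescence ratio normalized to % inhibition between controls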
NPY1 pot ag: human NPY-Y1 potentiation or agonism, primary screen; NPY-Y1 expressing cells, potentiator/agonist activation; activation, % at 3.6 µM; 220,000 compounds, 0.37% hits; in the data active = activation above about 33%, passing the limit was not always enough;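 note: cells stimulated with NPY at EC10 then isoproterenol at EC100; 0% = low agonist plus stimulus and 100% = saturating agonist plus stimulus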
S1P4 antag: blocks the human S1P4 receptor | S1P4-expressing cells, antagonist mode, reporter read-out | inhibition, % at 4.98 µM | 220,000 compounds, 0.26% hits | AID 1510; in the data active = inhibition above about 29%;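 note: 0% = wells stimulated with agonist and 100% = vehicle wells without agonist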
An asterisk follows results filed as active; x = not tested or not shown.

#	mol	S1P4 agonist	NPY Y1 blocker	BaF3 tox	RBBP9 inhibitor	Ba/F3 V617F tox	NPY-Y2 PAM-ag	S1P4 antag	Runt-CBFb FRET	NPY1 pot ag
1	CCOc1ccc(-c2nnn(CCC#N)n2)cc1OC	-1.4	-3	2	-5	-3	-4	-6	-1	5
2	CCc1ccc(CNC(=O)C2CCCN(c3nc4ccccc4o3)C2)cc1 (configuration not stated)	0.7	26*	11	-9	4	-36	7	2	-22
3	CCN(CC)S(=O)(=O)c1cccc(C(=O)N[C@@H](C)c2nc3ccccc3[nH]2)c1	0.1	17	6	-6	2	1	7	0	4
4	CCOC(=O)c1c(C)nc2c(c1-c1cc(OC)ccc1OC)C(=O)c1ccccc1-2	-0.8	9	0	-4	-2	12	-5	-3	-2
5	CC(C)(O)C(=O)N=Nc1c(O)[nH]c2ccccc12	0.2	2	5	-1	3	4	-6	2	-21
6	Cc1cccc(NC(=S)NC2CC3CCCC(C2)N3Cc2cccs2)c1C (configuration not stated)	0.6	2	5	-1	5	-10	-3	x	-29
7	Cc1cccc(-n2c(N)cc(=O)nc2SCC(=O)Nc2nnc(C)s2)c1	-5.8	0	3	1	-5	16	-5	1	-4
8	Cc1ccc(C(c2nnnn2CCc2ccccc2)N2CCC(C)CC2)cc1 (configuration not stated)	0.1	2	0	-7	-2	9	14	-7	-6
9	Cc1cc(NC(=O)Nc2cc(F)ccc2F)no1	-0.8	x	-7	4	-6	15	-10	0	3
10	Cc1ccc(N2C(=O)c3ccc(C(=O)O)cc3C2=O)c(C)c1	1.6	3	9	-1	2	6	-4	-2	7
11	O=C(O)C1CC(c2ccccc2)=Nc2ccccc2S1 (configuration not stated)	0.8	x	0	-11	3	0	9	3	1
12	O=C(N/N=C\C=C\c1ccco1)C1COc2ccccc2O1 (configuration not stated)	-1.4	x	-2	-2	2	3	-4	2	-3
13	O=Cc1cn(-c2ccccc2)nc1-c1cccnc1	-0.6	-2	6	-6	0	-12	4	0	16
14	CC(C)(C)NC(=S)Nc1ccc(Br)cc1	2.5	-17	4	7	-4	18	-12	-4	18
15	Cc1cc(N2CCN(c3ccccn3)CC2)n2cc(-c3ccccc3)nc2n1	-0.4	0	3	-3	-3	-1	4	-3	10
16	COc1cc(C(=O)Nc2nc3ccc(C)cc3s2)ccc1OCc1c(C)noc1C	-1.1	-3	16	-10	-1	5	2	-11	-5
17	Cc1ccc(O)c(NC(=O)COc2cc(C)ccc2C)c1	-2.1	5	2	-8	5	-12	2	2	-16
18	CCOC(=O)C1=C(N)Oc2c(oc(CO)cc2=O)C1c1ccc(F)c(F)c1 (configuration not stated)	-1.2	0	0	4	-5	-5	-5	0	8
19	COc1ccc(CN(C)CCc2ccccn2)cc1OC	-2.0	2	2	2	-4	-4	-21	-4	14
20	Cc1ccccc1Nc1nc(-c2cccnc2)nc2ccccc12	-2.3	-6	1	2	-8	-3	0	0	1
21	CCOC(=O)c1cnc(SC)nc1Oc1cccc(NS(=O)(=O)c2ccc(C)cc2)c1	0.6	-6	1	-11	1	-13	4	-4	-10
22	COc1ccc(C2=NN(C(=O)c3cccs3)C(c3ccc(OC)cc3)C2)cc1 (configuration not stated)	-1.4	9	8	-11	0	-17	-7	1	-10
23	O=C(Cc1c(F)cccc1Cl)N1CCOCC1	1.7	5	3	-5	-1	9	-13	-1	12
24	COc1cc2c(cc1OC)C(C)N(C(=O)c1cc3c(s1)-c1c(C)cccc1OC3)CC2 (configuration not stated)	1.9	11	4	-10	-3	-15	-18	-14	-35
25	O=C(O)c1cccc(CSc2nnc(COc3ccccc3)o2)c1	2.1	-1	1	-8	-2	8	6	2	-13
26	CN1C(=CC=C2C=C(I)C(=O)C(I)=C2)C(C)(C)c2ccccc21	0.8	x	33*	-380	-1	-5	-1	34	10
27	Cc1ccc(S(=O)(=O)N(C)CCCC(=O)NC(C)(C)C)cc1	1.7	-1	7	-4	2	2	4	0	9
28	Cc1cc(=O)oc2cc(OCC(=O)OCC(=O)NCCc3ccccc3)ccc12	-1.5	-2	-3	-8	-7	4	0	-4	5
29	CCC(C)(C)NC(=O)Cn1c(-c2ccc(C)cc2)noc1=O	0.2	x	-2	-9	-3	-21	-13	2	-17
30	Cc1ccc(S(=O)(=O)N(CC(=O)N2CCOCC2)C2CCCCC2)cc1	1.0	-1	-2	-7	1	-2	-24	-3	-24
31	CCN1/C(=C2\C(=O)N(C)C(=S)N2c2ccccc2)C=Cc2ccccc21	1.2	x	3	4	-2	21	5	3	25
32	CC(=O)c1cccc(NC(=S)NCCc2ccc(F)cc2)c1	2.0	-2	2	-4	-1	-18	-8	0	20
33	CSC1=C(C#N)C(c2ccccc2)C(C(C)=O)=C(C)N1 (configuration not stated)	-0.6	7	1	-6	3	5	8	3	2
34	COc1ccc(CNc2nn[nH]n2)cc1OC	-2.7	0	3	-7	0	-9	2	0	-10
35	COc1ccccc1NC(=O)CSc1ccc2nnc(-c3ccncc3)n2n1	-2.7	-1	4	-10	1	-9	-10	-4	-22
36	COc1ccc(C2c3c(-c4cc(Cl)c(C)cc4O)n[nH]c3C(=O)N2Cc2cccnc2)cc1OC (configuration not stated)	0.8	45*	1	-7	-1	-19	-2	-3	-9
37	O=S(=O)([O-])C/C(=C\c1ccc(Cl)cc1)c1cc[n+](CCO)cc1	1.0	-5	0	-10	-1	-3	-7	3	-8
38	CCS(=O)(=O)N1CCN(C2CCC(c3ccccc3)CC2)CC1 (configuration not stated)	1.2	0	8	-6	2	0	-1	0	4
39	COc1ccc(CCNC(=O)CCCCCn2c(SCC(N)=O)nc3cc4c(cc3c2=O)OCO4)cc1OC	1.6	1	4	-4	-1	-1	-3	1	7
40	CSc1nnc(C)c(=O)n1COC(=O)/C=C/c1ccccc1	-1.0	1	3	-8	-3	-6	13	0	8

An excerpt from above in order of formula weight, smallest number first:
#	mol	S1P4 agonist	NPY Y1 blocker	BaF3 tox	RBBP9 inhibitor	Ba/F3 V617F tox	NPY-Y2 PAM-ag	S1P4 antag	Runt-CBFb FRET	NPY1 pot ag
23	O=C(Cc1c(F)cccc1Cl)N1CCOCC1	1.7	5	3	-5	-1	9	-13	-1	12
33	CSC1=C(C#N)C(c2ccccc2)C(C(C)=O)=C(C)N1 (configuration not stated)	-0.6	7	1	-6	3	5	8	3	2
31	CCN1/C(=C2\C(=O)N(C)C(=S)N2c2ccccc2)C=Cc2ccccc21	1.2	x	3	4	-2	21	5	3	25
35	COc1ccccc1NC(=O)CSc1ccc2nnc(-c3ccncc3)n2n1	-2.7	-1	4	-10	1	-9	-10	-4	-22

Next part:
#	mol	S1P4 agonist	NPY Y1 blocker	BaF3 tox	RBBP9 inhibitor	Ba/F3 V617F tox	NPY-Y2 PAM-ag	S1P4 antag	Runt-CBFb FRET	NPY1 pot ag
41	COCCn1c(=NC(=O)c2cc(Cl)sc2Cl)sc2cc(S(N)(=O)=O)ccc21	1.4	-2	7	-3	0	-2	-14	-9	-11
42	COc1ccc(CCNC(=O)Cn2c(=O)n(CCCC(=O)NCc3ccco3)c(=O)c3sccc32)cc1OC	0.7	0	0	2	-2	-9	0	0	-15
43	CCCNC(=O)COC(=O)c1cc(-c2ccc(OC)cc2)nc2ccccc12	0.0	5	9	2	1	-20	-4	2	-33
44	Cc1cc(C)nc(NS(=O)(=O)c2ccc(N3C(=O)c4ccccc4C3=O)cc2)n1	-2.8	10	11	-5	6	10	-22	-1	-23
45	O=C(N/N=C/c1ccc[nH]1)c1ccc([N+](=O)[O-])cc1	1.2	5	7	-5	3	-2	-13	2	-29
46	c1ccc2c(c1)ncn2Cc1nnc2sc(-c3ccncc3)nn12	2.0	1	3	-9	1	7	-12	31	-3
47	O=C(/C=C/c1ccc(Cl)cc1)N1CCN(c2ncccn2)CC1	1.1	3	8	-8	1	3	-14	4	10
48	Nc1nc(-c2cccnc2)nn1C(=O)c1ccc(F)cc1	1.5	-3	6	7	2	0	-18	0	6
49	O=C(NNC(=S)NCC1CCCO1)c1cccc(S(=O)(=O)N2CCOCC2)c1 (configuration not stated)	0.6	-1	2	-1	0	-7	3	1	11
50	CSc1nc(Oc2ccc(C)cc2)cc(C(F)(F)F)n1	-2.3	6	1	2	-1	-6	-1	1	4
51	O=C(O)C1CC(=O)N(c2ccc(OCc3ccccc3Cl)cc2)C1 (configuration not stated)	0.9	11	3	1	2	-5	3	0	-9
52	C=CCc1ccc(OCCCCN2CC(C)OC(C)C2)c(OC)c1 (configuration not stated)	-1.3	4	7	6	0	-13	1	7	-16
53	CC(=O)c1nc(N2C(=O)CC(Cc3ccccc3)C2=O)sc1C (configuration not stated)	7.7	-1	-2	-2	-1	2	-16	-26	-4
54	CC(C)CNC(=O)COc1ccc2c3c(c(=O)oc2c1)CCC3	0.2	4	-2	-14	-1	-1	-11	-3	-7
55	O=C(CSc1ccc2nnc(-c3ccncc3)n2n1)Nc1nccs1	0.2	0	6	5	0	-9	2	1	-10
56	c1ccc(OCCOc2ncnc3ccccc23)cc1	1.2	-2	1	-8	1	-15	1	-3	1
57	COc1ccc(C2=NNC(=O)CC2)cc1	-2.0	9	-2	1	-3	-14	-3	2	-19
58	CC1CN(C(=O)COC(=O)c2ccc(N)c([N+](=O)[O-])c2)CC(C)O1 (configuration not stated)	0.7	-1	8	-2	3	12	-11	1	10

Profiles from above. Screens in order: S1P4 agonist	NPY Y1 blocker	BaF3 tox	RBBP9 inhibitor	Ba/F3 V617F tox	NPY-Y2 PAM-ag	S1P4 antag	Runt-CBFb FRET	NPY1 pot ag
Profile of Cc1cc(C)nc(NS(=O)(=O)c2ccc(N3C(=O)c4ccccc4C3=O)cc2)n1 : -2.8	10	11	-5	6	10	-22	-1	-23
Profile of c1ccc(OCCOc2ncnc3ccccc23)cc1 : 1.2	-2	1	-8	1	-15	1	-3	1
Profile of COc1ccc(CCNC(=O)Cn2c(=O)n(CCCC(=O)NCc3ccco3)c(=O)c3sccc32)cc1OC : 0.7	0	0	2	-2	-9	0	0	-15
Profile of Nc1nc(-c2cccnc2)nn1C(=O)c1ccc(F)cc1 : 1.5	-3	6	7	2	0	-18	0	6
Profile of C=CCc1ccc(OCCCCN2CC(C)OC(C)C2)c(OC)c1 (configuration not stated) : -1.3	4	7	6	0	-13	1	7	-16
